# PHOSPHO1 block = blocks human PHOSPHO1 phosphatase activity. 290,000 tested, 1.1% active. inhibition, % at 13.3 µM. recombinant PHOSPHO1, absorbance phosphatase assay; in the data active = inhibition above about 60%
# VIM-2 inhibitor = inhibitors of Pseudomonas aeruginosa VIM-2 metallo-beta-lactamase | purified VIM-2, nitrocefin hydrolysis, epi-absorbance fluorescence | inhibition, % at 5.6 µM | 290,000 tested, 0.89% active | AID 1527;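 active = inhibition above the mean of all tested compounds plus 3 SD, cutoff set per screening run, cut at about 7.5% in these data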;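 note: red hydrolysis product quenches plate fluorescence so inhibitors raise well fluorescence; 0% = enzyme with DMSO and 100% = DMSO without enzyme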
# PfM18AAP inh = PfM18AAP enzyme inhibition; recombinant PfM18AAP, H-Glu-NHMec fluorogenic cleavage; inhibition, % at 7.35 µM; 290,000 tested, 1.2% active;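 active = inhibition above the campaign mean inhibition over all tested compounds plus 3 SD, cut at about 28% in these data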;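 note: 0% = plate median of test compound wells and 100% = 2 mM ZnCl2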
# IDE cell inh = cellular human IDE inhibition | HEK cells, FAbetaB cleavage, fluorescence polarization | AID 434962 | 320,000 tested, 0.41% active | P14735 | inhibition, % at 5.59 µM;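 active = percent inhibition above the average of all tested compounds plus 3 SD, set per screening campaign, cut at about 16% in these data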;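 note: IDE supplied by intact live HEK cells; FP after avidin binding of uncleaved biotin substrate so inhibition keeps polarization high; 0% = DMSO wells and 100% = 60 µM reference IDE inhibitor Ii1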
# p-CIP stab down = lowers stability of the mouse p/CIP coactivator protein. F442A p/CIP-EGFP cells, EGFP fluorescence, 16 h. decrease of EGFP signal, % at 10 µM. 290,000 tested, 0.01% active;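 active = EGFP signal decrease of at least 30% at 10 µM or well 3 SD below plate mean, unless failing retest; inactive = the rest, including hits failing retest or dose response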; note: some compounds called inactive have numbers as strong as hits; many of its hits are not listed in these tables
# Target sequence (Q05BA5 1-1403): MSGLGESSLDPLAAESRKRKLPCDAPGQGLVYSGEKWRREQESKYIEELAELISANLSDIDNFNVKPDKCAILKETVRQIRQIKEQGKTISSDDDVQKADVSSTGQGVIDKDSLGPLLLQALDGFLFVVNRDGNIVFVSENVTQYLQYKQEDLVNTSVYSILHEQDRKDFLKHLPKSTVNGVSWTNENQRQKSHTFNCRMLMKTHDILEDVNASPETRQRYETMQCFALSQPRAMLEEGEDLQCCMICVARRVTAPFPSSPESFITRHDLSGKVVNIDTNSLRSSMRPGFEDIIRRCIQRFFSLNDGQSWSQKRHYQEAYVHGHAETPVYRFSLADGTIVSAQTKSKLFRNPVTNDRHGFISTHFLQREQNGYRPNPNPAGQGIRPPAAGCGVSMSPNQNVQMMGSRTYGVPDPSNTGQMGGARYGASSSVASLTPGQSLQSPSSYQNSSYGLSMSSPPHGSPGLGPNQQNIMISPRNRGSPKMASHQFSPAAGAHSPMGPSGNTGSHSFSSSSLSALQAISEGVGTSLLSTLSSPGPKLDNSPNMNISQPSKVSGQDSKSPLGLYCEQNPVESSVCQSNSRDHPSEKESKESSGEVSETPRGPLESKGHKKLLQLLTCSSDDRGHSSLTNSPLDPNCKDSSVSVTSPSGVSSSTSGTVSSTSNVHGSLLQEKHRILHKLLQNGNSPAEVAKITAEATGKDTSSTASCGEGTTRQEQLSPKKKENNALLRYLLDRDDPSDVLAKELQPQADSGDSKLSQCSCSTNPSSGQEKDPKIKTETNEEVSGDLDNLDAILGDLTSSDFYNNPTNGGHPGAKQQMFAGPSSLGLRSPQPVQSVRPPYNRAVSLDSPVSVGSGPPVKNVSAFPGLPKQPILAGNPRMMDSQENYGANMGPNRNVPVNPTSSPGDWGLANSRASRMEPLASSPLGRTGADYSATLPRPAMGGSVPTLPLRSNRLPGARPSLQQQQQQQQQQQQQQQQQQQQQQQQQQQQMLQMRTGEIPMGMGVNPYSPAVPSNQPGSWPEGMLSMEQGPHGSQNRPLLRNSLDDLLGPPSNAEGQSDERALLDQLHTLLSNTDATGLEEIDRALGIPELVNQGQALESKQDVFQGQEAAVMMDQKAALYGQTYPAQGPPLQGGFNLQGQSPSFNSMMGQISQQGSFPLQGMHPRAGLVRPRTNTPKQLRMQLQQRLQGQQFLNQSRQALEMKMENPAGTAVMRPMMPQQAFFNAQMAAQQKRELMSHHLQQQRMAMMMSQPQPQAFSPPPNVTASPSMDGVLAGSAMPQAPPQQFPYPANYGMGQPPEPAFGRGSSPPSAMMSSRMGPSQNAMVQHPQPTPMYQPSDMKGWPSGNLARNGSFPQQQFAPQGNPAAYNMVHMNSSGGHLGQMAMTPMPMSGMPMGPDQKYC
# GPR7 antag = antagonists of human GPR7 (neuropeptides B/W receptor 1). GPR7-expressing cells, fluorescence antagonist assay. P48145. 290,000 tested, 1.1% active. inhibition, % at 4.4 µM; in the data active = inhibition above about 16%, passing the limit was not always enough;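 note: cells stimulated with the agonist NPW; 0% = agonist with vehicle and 100% = vehicle without agonist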
# IMP-1 inh = inhibitors of Pseudomonas aeruginosa IMP-1 metallo-beta-lactamase | 290,000 tested, 0.45% active | purified IMP-1, nitrocefin hydrolysis, epi-absorbance fluorescence | inhibition, % at 5.6 µM | AID 1556;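 active = inhibition above the mean plus 3 SD of all compounds in the same screening run, cut at about 4.5% in these data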;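 note: 0% = IMP-1 with DMSO and 100% = DMSO wells lacking enzyme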
#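 Material – recombinant IMP-1 enzyme, purified · Amount – IMP-1 0.2 nM before substrate addition · Medium – HEPES buffer pH 7.1 with ZnSO4 and Brij 35 · Timing – 25 °C, 15 min preincubation, 25 min reaction · Measured by – plate fluorescence quenching by hydrolysis product, ex 480/em 530 nm · Read-out – percent enzyme inhibition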
# IDE act = activators of human insulin-degrading enzyme in cells. P14735. HEK cells, FAbeta-B cleavage, fluorescence polarization; 0% vehicle, 100% cell-free pure enzyme wells. activation, % at 5.96 µM. 340,000 tested, 0.073% active. AID 493087;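 active = activation above the mean of all tested compounds plus 3 SD, set per screening campaign, cut at about 17% in these data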
# NALP1 inh = inhibitors of NALP1 inflammasome in yeast; S. cerevisiae NALP1/ASC/caspase-1 growth, X-gal OD620, 72 h; inhibition, % at 10 µM; 280,000 tested, 0.61% active; AID 2071; in the data active = inhibition mostly above about 24%, no sharp cut-off; inactive = mostly below about 32%; note: some compounds called inactive have numbers as strong as hits
# Starred values were filed as active, the others as inactive; · = no result given. Hits appear at their usual frequency; 5.3% or so of the library scored in one or more.
PHOSPHO1 block	VIM-2 inhibitor	PfM18AAP inh	IDE cell inh	p-CIP stab down	GPR7 antag	IMP-1 inh	IDE act	NALP1 inh	SMILES
22.0	-2.0	-0.4	-1.7	9.0	2.1	-1.1	-3.0	5.2	COc1ccc(-c2[nH]ncc2CN(C)Cc2cccnc2)c(F)c1
4.5	·	·	5.1	-10.1	·	·	6.8	·	CCCNc1nc(C)cc(-c2cc(-c3ccccc3)on2)n1
39.7	-0.8	-3.5	0.9	-13.1	-11.7	0.8	-0.4	-9.5	COc1ccccc1C(=O)C1CCCN(C(=O)Nc2ccccc2F)C1 (stereo not drawn)
-13.5	-2.0	-5.3	4.6	-15.5	-2.9	-3.9	3.5	26.1	O=C(Cc1ccccc1)Nc1nnc(-c2cccc([N+](=O)[O-])c2)s1
36.7	-5.2	0.0	1.9	-5.3	-20.2	-2.4	8.8	-29.8	Fc1ccc(-c2onc3ccc(C4OCCO4)cc23)cc1
21.5	-2.0	-17.8	0.2	1.2	23.9	-0.9	5.6	37.5	Cc1ccc(C(C(=O)NC2CCCCC2)N(Cc2ccco2)C(=O)Cc2c[nH]c3ccccc23)o1 (stereo not drawn)
18.3	-0.1	-7.3	-2.4	0.8	-5.1	-1.5	9.1	-3.6	FC(F)(F)c1cccc(NC(=S)N2CCN(c3cccc(C(F)(F)F)c3)CC2)c1
-6.8	-0.3	1.3	-0.5	-1.9	-16.7	-3.4	2.8	-4.5	COc1ccc(-c2nc(CSCC(=O)NCc3ccc4c(c3)OCO4)c(C)o2)cc1
4.4	-3.4	-9.5	-2.5	-2.5	2.6	-3.0	2.7	-17.7	COc1ccc(CNC(=O)CN(Cc2ccc(Cl)cc2)S(=O)(=O)c2ccccc2)cc1
-9.1	3.6	14.0	6.3	0.0	13.3	-2.9	-0.5	15.8	CC(=O)CSc1nc(N)c(C#N)c(-c2cccs2)c1C#N
-18.5	-0.2	-4.7	1.4	-0.9	4.4	-1.6	4.3	11.5	O=C(NNC(=S)NC1CCCCC1)c1sc2ccccc2c1Cl
-2.6	9.4*	-1.6	4.6	-3.0	-7.6	0.1	0.6	22.2	O=c1c(Cl)c(O)c2cccc3c4ccccc4n1c23
35.2	9.8*	-3.8	-6.1	-3.8	-2.4	-3.1	-2.4	24.1	COc1ccc(C2=Nn3c(nnc3-c3ccco3)SC2)cc1
-4.6	2.4	9.8	0.0	-25.3	-4.4	-1.1	-4.0	25.9	CCc1ccc(/C=C2\CN(CC)Cc3c2nc2ccccc2c3C(=O)O)cc1
-8.7	-2.3	4.2	-2.9	-3.7	0.3	-1.1	5.8	6.0	Cc1ccc(N(CC(=O)Nc2cc(C)cc(C)c2)S(=O)(=O)c2cccc3nonc23)cc1
34.8	-1.9	2.0	3.0	0.7	-9.5	-1.9	2.7	-1.8	CCC(C)(C)NC(=O)C(OC(=O)c1ccco1)c1ccccc1F (stereo not drawn)
12.5	-3.5	1.3	2.9	-17.8	0.1	-1.4	0.1	12.3	CN(CC1COc2ccccc2O1)C(=O)c1cc(COc2c(F)cccc2F)on1 (stereo not drawn)
0.3	-0.1	-6.7	0.8	-4.9	-3.0	-1.1	2.5	23.9	COc1ccc(NC(=O)CCCn2c(=O)c3sccc3n(Cc3ccccc3)c2=O)cc1
37.7	-2.3	4.5	-4.7	-5.5	-12.6	-3.0	2.6	1.4	Cc1nnc(SCC(=O)NC2CCCCCC2)n1C(C)C
23.9	-1.1	12.4	0.5	-2.5	1.6	-1.9	·	-13.3	COCCCNC(=O)c1c(N)n(-c2ccccc2)c2nc3ccccc3nc12
12.8	-4.7	-5.4	3.4	7.0	-7.3	-1.7	0.1	5.3	CCCc1nc2ccccc2c(=O)n1N
16.3	-1.5	1.6	8.5	9.4	-13.7	-2.6	·	1.0	CCCCOC(=O)Nc1ccc(S(=O)(=O)Nc2ncccn2)cc1
44.7	-2.7	2.2	5.4	-18.7	-2.5	-2.9	1.7	13.6	Cc1cc(NC(=O)C2C3C(=O)N(Cc4ccc(Cl)cc4)C(C(=O)NC4CCCCC4)C34C=CC2(C)O4)no1 (stereo not drawn)
20.3	-0.9	2.1	5.2	-0.1	-3.0	0.8	·	-9.1	O=C(/C=C/c1ccccc1Cl)Nc1ccccc1
-4.5	-3.1	3.1	0.6	0.4	-2.5	-0.8	0.5	31.5	CSc1ccc(/C=N/NC(=O)CN2CCN(Cc3ccccc3Cl)CC2)cc1
17.4	-3.9	-0.6	-0.7	4.2	-8.1	-3.1	1.4	4.5	Cc1ccc(C(=O)Nc2ccc3c(c2)OCO3)o1
19.5	-2.5	-1.0	1.1	8.7	-5.9	-3.8	1.2	2.3	Cc1ccccc1CN1C[C@@H]2C[C@@H](c3cn[nH]c3-c3ccccc3)N3CCC[C@@]23C1=O
-1.5	-0.6	2.0	0.1	-6.6	-4.7	-2.1	1.7	20.4	N#Cc1cc(NCC2CCCO2)c([N+](=O)[O-])cc1C#N (stereo not drawn)
9.0	-0.8	-5.6	0.1	-11.5	0.6	-2.0	7.8	4.4	Cc1ccc(C)c(S(=O)(=O)NCc2ccc(C(=O)N3CCN(c4ccccc4)CC3)cc2)c1
42.7	-3.0	1.2	4.3	-4.5	-16.4	-3.2	-2.4	2.7	COc1cc(CNC(=O)C2CCC(=O)N(C3CCCCCC3)C2)cc(OC)c1 (stereo not drawn)

# Part of the list above, showing only GPR7 antag:
compound	GPR7 antag
CCCCOC(=O)Nc1ccc(S(=O)(=O)Nc2ncccn2)cc1	-13.7
CSc1ccc(/C=N/NC(=O)CN2CCN(Cc3ccccc3Cl)CC2)cc1	-2.5

# Going on with the list:
PHOSPHO1 block	VIM-2 inhibitor	PfM18AAP inh	IDE cell inh	p-CIP stab down	GPR7 antag	IMP-1 inh	IDE act	NALP1 inh	SMILES
39.8	-0.4	-7.2	8.8	4.6	2.4	-1.3	6.4	-8.7	CCn1c(=O)c(C(=O)CN(C)Cc2ccc(F)cc2)c(N)n(Cc2ccccc2)c1=O
-5.0	-1.9	9.2	10.8	-0.5	-13.6	-2.9	-0.8	6.3	CCOC(=O)C1=C(C)N=c2s/c(=C\c3ccc(OCC(=O)O)cc3)c(=O)n2C1c1ccc(OC(C)C)cc1 (stereo not drawn)
1.0	1.7	-1.2	-3.3	1.2	1.6	-1.4	-3.1	22.4	CCN(CC)CCn1c2ccccc2c2cnc(N=CN(C)C)c(C#N)c21
32.5	-4.8	7.0	4.7	-13.5	6.2	0.0	-2.2	0.5	CC(NC(=O)CN(C)Cc1cccc(Cl)c1)c1ccccc1 (stereo not drawn)
26.2	-5.6	7.9	5.0	-9.2	-6.6	-2.6	4.0	32.1	O=C(c1ccco1)N1CCN(c2cc(=O)n(-c3ccc(Cl)cc3)c(=O)[nH]2)CC1
-15.6	-1.8	-9.8	-0.8	-4.3	-10.4	-2.4	3.7	16.8	O/N=C(\c1ccccn1)C1CC1c1ccccc1 (stereo not drawn)
3.5	-1.2	-0.6	-2.2	-12.8	6.2	-1.9	6.6	31.4	CN(C)CCNC(=S)Nc1ccc(Cl)cc1
·	-3.3	-4.2	-1.1	1.8	9.2	-4.3	-2.3	-17.0	COCC(=O)N(Cc1cc2cc(C)ccc2[nH]c1=O)c1cccc(C)c1C
93.6*	-4.8	26.7	2.1	-17.1	-9.7	-2.9	-4.0	-6.8	CCCCC(=O)NNC(=S)NC(=O)c1cccc([N+](=O)[O-])c1
73.8*	-7.1	13.8	1.9	-1.4	-2.3	-4.3	-7.8	1.6	CC(C)(C)c1cn(-c2ccc(Cl)cc2)c(=S)[nH]1
31.7	-1.6	2.8	-1.3	-1.1	6.8	-4.2	-0.3	2.0	Cn1[nH]c(C(F)(F)F)c(C=Nc2ccc(Cl)cc2)c1=O
0.6	-0.7	-2.5	1.1	-4.6	-9.2	-1.7	-1.9	8.2	CCSC1=NCCN1S(=O)(=O)c1ccc(Cl)cc1
49.0	-2.7	1.1	3.1	-6.8	8.7	-2.7	-2.4	13.2	O=C(NC(c1cccnc1)C(F)(F)F)c1cc(COc2ccc3c(c2)CCCC3)on1 (stereo not drawn)
-0.2	-0.9	6.8	1.1	-2.9	-3.3	-1.8	4.0	29.9	CC(C)N1C(=O)NC2(c3ccccc3)N(C)C(=O)N(C)C12c1ccccc1 (stereo not drawn)
9.7	0.5	-3.8	3.6	5.4	-3.1	-0.4	6.3	-1.0	CN(C)c1ccc(C2CC(c3cccc(NS(C)(=O)=O)c3)=NN2C(=O)c2ccccc2)cc1 (stereo not drawn)
22.6	-0.5	-6.9	·	-18.0	-4.3	-3.7	0.3	-2.2	CCN1CCN(C(=O)c2ccc(CNS(=O)(=O)c3cccc(OC)c3)cc2)CC1
-54.5	-0.2	-5.5	-0.6	-6.8	-6.3	-1.6	-0.6	17.2	COc1cc(OC)nc(Oc2ccc(NC(C)=O)cc2)n1
-13.8	-3.6	0.4	-0.3	-4.1	-3.2	-1.2	0.4	2.0	Cc1cccc2cc(C#N)c(NCCNC(=S)NCCCN3CCOCC3)nc12
22.9	-1.7	-1.6	-0.2	-11.6	-9.5	-3.1	7.3	1.3	Cn1c(C(=O)NCCCN2CCCCC2)cc2sccc21
11.2	-0.1	1.7	1.5	2.9	-5.9	-1.8	-1.6	-7.2	CC1(C)OC(=O)N(CC(=O)Nc2cccc(C(F)(F)F)c2)C1(C)O (stereo not drawn)
16.2	-1.8	-21.1	-2.7	22.7	-3.0	-2.5	5.9	4.5	Cn1cc(/C=N\NC(=O)c2cccs2)c2ccccc21
5.7	-1.9	5.5	-3.8	-21.3	-13.2	-1.9	3.6	10.3	COc1ccc(C(=O)NNC(=O)CSc2nnc(COc3ccccc3OC)n2C)cc1
-2.2	0.4	-45.9	-1.5	-17.2	-5.6	-0.6	2.2	10.4	Cc1n[nH]c(=O)nc1NCCN(C)C
·	-2.1	-16.4	-3.1	-16.2	-5.5	-2.1	0.4	-14.4	COc1ccc(OC)c(NC(=O)CN2C(=O)COc3ccc(C)cc32)c1
0.0	0.3	-2.8	-4.9	-18.2	-7.2	-0.1	6.6	31.4	COc1ccc(C)cc1NC(=O)C(OC(=O)c1cccc(S(=O)(=O)N(C)c2ccccc2)c1)c1ccccc1 (stereo not drawn)
34.2	-3.2	-11.3	-0.9	-12.9	-7.9	-3.8	0.2	20.7	Fc1ccc(CSc2nc3ncccc3[nH]2)cc1
23.9	-9.8	-3.6	7.2	-26.3	-0.5	-6.8	4.7	-6.3	O=C(c1ccc(Cl)cc1)N1CCCC(C(=O)N2CCCCC2)C1 (stereo not drawn)
22.6	-0.8	-8.5	-4.2	-10.6	4.5	-0.4	3.9	24.9	O=C(Nc1ccnn1C1CCN(C(=O)c2ccc(Cl)cc2)CC1)C1CC1
34.1	-0.8	-2.0	-3.3	5.0	-13.3	-0.1	6.1	22.3	O=C(NCc1cccc(C(F)(F)F)c1)C1CCCN(c2cnccn2)C1 (stereo not drawn)
57.8	1.7	-4.6	-3.8	-39.5	-3.9	-0.1	4.5	8.2	CCCc1nc(SCC(=O)Nc2nnc(CC)s2)c2c(=O)n(C)c(=O)n(C)c2n1
-14.5	-0.2	-2.7	8.9	0.6	5.0	-1.4	11.3	-6.6	CCOC(=O)C1CCN(C(=S)Nc2ccc(CC)cc2)CC1
-0.4	-2.0	-11.6	-3.7	3.9	-14.3	-1.6	7.0	-3.5	O=C(CSc1ccc(-c2ccc(F)cc2)nn1)N1CCOCC1
